High-throughput results deposited in PubChem by The Scripps Research Institute Molecular Screening Center.
Pf gamet viab: P. falciparum stage V gametocyte viability inhibition; P. falciparum stage V gametocytes, ATP luminescence, 24 h; inhibition, % at 10.9 µM; 0.065% of 150,000 active;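 active = inhibition above the mean plus 3 SD of compounds within the control limits, set per campaign, cut at about 38% in these data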;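 also: 0% = DMSO wells and 100% = medium only without gametocytes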
* marks the source's active call; other numbers are inactive results. This is a subset. The share of hits here may be higher or lower than overall.

Start of the listing, in advance (2 entries):
Screening COc1cc(OC)cc(-c2c(-c3cccs3)c3cc(-c4ccc(OC)cc4F)ccc3n2C)c1 returned Pf gamet viab -24.
CN1CCN(S(=O)(=O)c2cccc(C(=O)Nc3cccc([N+](=O)[O-])c3)c2)CC1 was read as Pf gamet viab 14.

Results, repeating the preview:
Screening COc1cc(OC)cc(-c2c(-c3cccs3)c3cc(-c4ccc(OC)cc4F)ccc3n2C)c1 returned Pf gamet viab -24.
CN1CCN(S(=O)(=O)c2cccc(C(=O)Nc3cccc([N+](=O)[O-])c3)c2)CC1 was read as Pf gamet viab 14.
For NC(=O)/C(N=Nc1ccccc1)=N/Nc1ccccc1 the results were Pf gamet viab 2.
Screening CCOc1ccc2[nH]c3c(c2c1)CNCC3 returned Pf gamet viab 6.
For COc1ccc(F)cc1S(=O)(=O)n1cc(C)nc1-c1ccccc1 the results were Pf gamet viab 18.
Screening COc1ccc(C(=O)OCC(O)COC(=O)c2ccc(OC)cc2)cc1 returned Pf gamet viab 16.
Screening Cc1c(C=O)c2ccccc2n1CCOc1ccccc1F returned Pf gamet viab 10.
For Cc1cccc(OCCCCn2c(CO)nc3ccccc32)c1 the results were Pf gamet viab 19.
`Cc1cc(C)nc(NS(=O)(=O)c2ccc(NC(=O)C(C)C)cc2)n1` gave Pf gamet viab 1.
`COc1ccc(C2=NOC(C)(c3nnc(-c4ccc(Cl)cc4)o3)C2)cc1` (stereo not drawn) gave Pf gamet viab -12.
`Cc1ccc(C(C)c2c(C)c([N+](=O)[O-])cc(C)c2[N+](=O)[O-])cn1` (stereo not drawn) gave Pf gamet viab 14.
For COc1ccc(S(=O)(=O)Nc2ccc(C)cn2)cc1 the results were Pf gamet viab -24.
`O=C1CCCC/C=C\C[C@H](CC(=O)N(CCO)Cc2ccccc2)C(=O)N[C@@H](Cc2ccccc2)CO1` gave Pf gamet viab -21.
For O=C(CN1CCc2ccccc2C1)Nc1ccccc1C(F)(F)F the results were Pf gamet viab -7.
For COc1ccc(C2(CNC(=O)c3ccc(N)cc3)CCCC2)cc1 the results were Pf gamet viab -1.
For CC(=O)c1ccc(OC(=O)/C=C/c2ccccc2)cc1 the results were Pf gamet viab -14.
For Cc1cc(-c2nc3ccccc3c(=O)o2)ccc1[N+](=O)[O-] the results were Pf gamet viab -23.
`C[C@H](CO)N1C[C@H](C)[C@@H](CN(C)C(=O)Nc2ccc3c(c2)OCO3)Oc2c(NS(=O)(=O)c3cn(C)cn3)cccc2C1=O` gave Pf gamet viab 16.
O=C(CNC(=O)c1ccccc1)Oc1cccc(Cl)c1 was read as Pf gamet viab 5.
CCSc1nsc(NC(=O)Nc2cccc(F)c2)n1 was read as Pf gamet viab 18.

Next part (3 carried over from the part before).
`C[C@H](CO)N1C[C@H](C)[C@@H](CN(C)C(=O)Nc2ccc3c(c2)OCO3)Oc2c(NS(=O)(=O)c3cn(C)cn3)cccc2C1=O` gave Pf gamet viab 16.
O=C(CNC(=O)c1ccccc1)Oc1cccc(Cl)c1 was read as Pf gamet viab 5.
CCSc1nsc(NC(=O)Nc2cccc(F)c2)n1 was read as Pf gamet viab 18.
`CC(=O)c1cc(C)ccc1OC(=O)CN1C(=O)c2ccccc2C1=O` gave Pf gamet viab -17.
COc1ccc(SCCN2CC[C@@H](NC(=O)OCc3ccccc3)CCC2=O)cc1 was read as Pf gamet viab 22.
For CCCCC(Sc1nc(C)c(Cc2ccccc2)c(=O)[nH]1)C(=O)O (stereo not drawn) the results were Pf gamet viab -19.
Cc1cc2c(Nc3ccc(C(=O)O)cc3)ncnc2s1 was read as Pf gamet viab 5.
For C/C(=C\C(=O)c1ccc(Br)cc1)NNC(=O)c1ccccc1 the results were Pf gamet viab 3.
Screening COc1cccc(-c2ncc3ccccc3c2COC(=O)c2cccc(Br)c2)c1 returned Pf gamet viab 5.
`O=C(O)c1ccccc1C(=O)N(c1ccccc1)c1ccccc1` gave Pf gamet viab 0.
`O=C(NCCN1CCCCC1)c1cccc2c1C(=O)c1ccc(N3CCCC3)cc1S2(=O)=O` gave Pf gamet viab -21.
Screening O=C(NCCN1CCN(c2ccccc2)CC1)Nc1cccc(Cl)c1 returned Pf gamet viab -18.
Screening COc1cc(CCCN2C(=O)C(=O)NC[C@@H]2CC2CCCCC2)cc(OC)c1OC returned Pf gamet viab -28.
CCn1ncc([N+](=O)[O-])c1C(=O)Nc1c(C)cccc1C was read as Pf gamet viab -15.
`CCOC(=O)[C@H]1[C@H]2COc3ccc(Cl)cc3[C@@H]2N2C(=O)CN(Cc3ccc(OC)cc3)C(=O)[C@@]12C` gave Pf gamet viab -3.
`COc1ccc(CC(=O)NCC2CCCN(Cc3ccccc3OC)C2)cc1` (stereo not drawn) gave Pf gamet viab 24.
O=S(=O)(c1ccccc1)N1CCc2ccccc21 was read as Pf gamet viab -13.
Screening CC1=C(C)CC(C(=O)NCc2cccc(Cl)c2)C(C(=O)O)C1 (stereo not drawn) returned Pf gamet viab -22.
Screening O=C(NC1CCCC1)c1cc(=O)[nH]c2ccccc12 returned Pf gamet viab 2.
Screening Cc1ccc(CCN2C(Nc3ccccc3)=NC[C@@H]2C)cc1 returned Pf gamet viab -22.
Screening CC1(C)C(Cl)C(=O)C(C(=O)c2ccccc2)C(=O)C1Cl (stereo not drawn) returned Pf gamet viab 2.
For Cc1ccccc1N=C1NC(=O)C(CO)(CO)S1 the results were Pf gamet viab 6.
`O=C(COc1ccc(Cl)cc1Cl)Nc1ccccc1F` gave Pf gamet viab 17.

Structures from the list above containing a nitro group on carbon (four):
CN1CCN(S(=O)(=O)c2cccc(C(=O)Nc3cccc([N+](=O)[O-])c3)c2)CC1 was read as Pf gamet viab 14.
`Cc1ccc(C(C)c2c(C)c([N+](=O)[O-])cc(C)c2[N+](=O)[O-])cn1` (stereo not drawn) gave Pf gamet viab 14.
For Cc1cc(-c2nc3ccccc3c(=O)o2)ccc1[N+](=O)[O-] the results were Pf gamet viab -23.
CCn1ncc([N+](=O)[O-])c1C(=O)Nc1c(C)cccc1C was read as Pf gamet viab -15.

(listing goes on)
Screening COc1ccc2oc(=O)c(C(=O)NCc3ccccc3)cc2c1 returned Pf gamet viab -15.
For COc1ccc(C(C#N)N2N=C(C)CC2c2ccccc2)cc1OC (stereo not drawn) the results were Pf gamet viab 5.
Screening NC(=O)CC(NC(=O)Cc1ccc(Cl)cc1)c1ccc(NCCN2CCOCC2)c([N+](=O)[O-])c1 (stereo not drawn) returned Pf gamet viab 5.
`Cc1ccc(S(=O)(=O)N2[C@@H](c3cccc(Cl)c3)C(C(=O)O)=CC[C@H]2c2ccc3c(c2)OCO3)cc1` gave Pf gamet viab -2.
CNC(=O)c1c(NC(=O)c2cccc(C)c2)sc2c1CCC2 was read as Pf gamet viab -2.
Screening COc1cc(C(=O)NCCCCCCNC(=O)c2cc(OC)c(OC)c(OC)c2)cc(OC)c1OC returned Pf gamet viab 22.
CCOC(=O)C1=C(N)Oc2cc(O)ccc2C1c1ccccc1 (stereo not drawn) was read as Pf gamet viab -6.
`CCC(=O)Nc1ccc(NCc2ccc(-c3ccccc3)cc2)cc1` gave Pf gamet viab 8.
CC(=O)c1ccc(NC(=O)c2ccccc2-c2ccccc2C(=O)O)cc1 was read as Pf gamet viab 16.
`CCC(CO)Oc1cc(NCc2cccc(C(F)(F)F)c2)c2ncn(C(C)C)c2c1` (stereo not drawn) gave Pf gamet viab -6.
Screening COc1ccc(S(=O)(=O)N2CCN(C(=O)CC(C)C)CC2)cc1 returned Pf gamet viab 17.
`Cc1cc(C)cc(N=C2NC(=O)CS2)c1` gave Pf gamet viab 10.
`COc1ccc(-n2nnnc2SCC(=O)Nc2ccc(OC)cc2OC)cc1` gave Pf gamet viab 9.
For CC(C)(C)c1csc(NC(=O)c2c(F)c(F)c(F)c(F)c2F)n1 the results were Pf gamet viab -7.
For CCC(C)CCN1C(N(C)C)=NC[C@@H]1CC(C)C (stereo partly drawn) the results were Pf gamet viab -33.
Screening Cc1cccc(NC(=O)c2c([N+](=O)[O-])cnn2C)c1 returned Pf gamet viab 13.
Fc1ccc(-[n+]2nc(Nc3ccccc3)sc2-c2cccc(Cl)c2Cl)cc1 was read as Pf gamet viab -21.
Screening Cc1ccc(S(=O)(=O)NNC(=O)c2cc([N+](=O)[O-])c(C)c([N+](=O)[O-])c2)cc1 returned Pf gamet viab -11.
`C[C@H]1CC[C@]2(O[C@H](CCO)C[C@H](O)[C@H]2O)O1` gave Pf gamet viab -26.
`O=C(NC1=NCCS1)c1cccc(Br)c1` gave Pf gamet viab 5.
COc1ccc(C#Cc2c(-c3ccc(OC)cc3)oc3ccc(-c4ccc(OC)cc4)cc23)cc1 was read as Pf gamet viab 7.
Screening COC(C/C=C/[C@@H](O)[C@@H](C)OCc1ccccc1)OC returned Pf gamet viab 9.
Screening COc1ccc(C2CC(c3ccccc3)=NN2C(=O)CSc2nnnn2-c2cccc(C)c2)cc1 (stereo not drawn) returned Pf gamet viab 5.
`CN(C)CCNS(=O)(=O)c1ccc2c3c(cccc13)C(=O)N2` gave Pf gamet viab -3.
COc1ccc(/C=C/c2c(-c3ccc(OC)cc3)oc3ccc(-c4ccc(OC)cc4)cc23)cc1 was read as Pf gamet viab 1.
For CCC(=O)Nc1cccc(-c2nnc(-c3ccccc3)o2)c1 the results were Pf gamet viab 18.
`Cc1cc(=O)oc2c(C)c(OCC(=O)c3ccccc3)ccc12` gave Pf gamet viab -24.
Screening CCC(C)C(=O)Nc1ccc(S(=O)(=O)Nc2nccs2)cc1 (stereo not drawn) returned Pf gamet viab -3.
COc1ccc(N2CC(C)Cn3c2nc2c3c(=O)n(CCc3ccccc3)c(=O)n2C)cc1 (stereo not drawn) was read as Pf gamet viab 13.
Screening Cc1cc(C)c(S(=O)(=O)NCCCn2ccnc2)cc1C returned Pf gamet viab 15.
Cc1cc(C)nc(OC(C(=O)O)C(OCCc2ccccc2)(c2ccccc2)c2ccccc2)n1 (stereo not drawn) was read as Pf gamet viab 8.
Screening CN(C)CCCNC(=S)N1CCN(c2nc(-c3ccccc3)cs2)CC1 returned Pf gamet viab 10.
`COc1ccccc1NC(=O)CCN1C(=O)/C(=C/c2cc(OC)c(OC)c(OC)c2)SC1=S` gave Pf gamet viab 6.
COc1cccc(C(=O)N/N=C(\C)CC(=O)Nc2ccc(N(C)C)cc2)c1 was read as Pf gamet viab 22.
`c1ccc(-c2cc3cc4c(cc3cn2)OCO4)cc1` gave Pf gamet viab 17.
For CC(C)Cc1ccc(S(=O)(=O)Nc2cccnc2)cc1 the results were Pf gamet viab -29.
Screening CCCCCCCOc1ccc(C(=O)Nc2cccnc2)cc1 returned Pf gamet viab 2.
Screening COC(=O)c1ccc(CN2CCc3ccccc32)cc1 returned Pf gamet viab 14.
For C[C@H](NC(=O)c1[nH]cnc1C(=O)Nc1cccc(Cl)c1)c1ccccc1 the results were Pf gamet viab -7.
`COc1ccccc1NC(=O)CCCCCN1C(=O)c2cccc3cccc(c23)C1=O` gave Pf gamet viab 9.
`O=c1[nH]nc(-c2ccccc2)cc1-c1ccccc1` gave Pf gamet viab -10.
COC(=O)C1=C(C(=O)OC)[C@@H]2N(C)c3ccccc3[C@@]23C[C@@H](C(=O)OC)N(C(=O)c2ccco2)C3=N1 was read as Pf gamet viab 7.
CCOc1ccc2[nH]c(C)c(CN3CCCCCC3)c(=O)c2c1 was read as Pf gamet viab 0.
`COC(=O)C(Cc1ccc(O)cc1)NC(=O)CCOc1ccc(OC)cc1` (stereo not drawn) gave Pf gamet viab 3.
For Cc1ccc(S(=O)(=O)N(C)C[C@@H]2Oc3ccc(NC(=O)Nc4cccc5ccccc45)cc3C(=O)N([C@H](C)CO)C[C@H]2C)cc1 the results were Pf gamet viab 14.
COc1ccccc1NC(=O)CN(c1ccccc1C)S(C)(=O)=O was read as Pf gamet viab 15.
For CCN(CC)CCC(O)(c1ccccc1)C1CCCCC1 (stereo not drawn) the results were Pf gamet viab -21.
Screening COc1ccccc1-c1coc2c(CN3CCOCC3)c(O)ccc2c1=O returned Pf gamet viab -7.
Screening O=C(O)c1ccccc1C(=O)Nc1ccccc1NC(=O)c1ccccc1C(=O)O returned Pf gamet viab 7.
CCCCNc1nc(Cl)nc(Nc2ccc(C)cc2)n1 was read as Pf gamet viab -7.
Screening CNC(=O)C12CC3CC(C1)CC(c1ccc(C)cc1)(C3)C2 returned Pf gamet viab 13.
For COc1ccccc1CN1C(=O)[C@@H]2Cc3c([nH]c4ccccc34)C(C)(C)N2C1=O the results were Pf gamet viab 0.
O=C(O)c1ccc(NS(=O)(=O)c2ccc(Cl)c(C(=O)Nc3ccccc3)c2)cc1 was read as Pf gamet viab -8.
`Cc1cccc(C)c1NC(=O)c1cccnc1` gave Pf gamet viab -12.
For CC1(C)CC(=O)C=C(c2cc3ccccc3s2)C1 the results were Pf gamet viab 18.
For CCOC(=O)[C@@H]1[C@H]2COc3ccccc3[C@@H]2N2C(=O)N(c3cccc(Cl)c3)C(=O)[C@@]12C the results were Pf gamet viab -14.
Screening CS(=O)(=O)N(CC(=O)NCCSCc1ccccc1)c1ccccc1Cl returned Pf gamet viab 2.
Screening COc1cc(C(=S)N2CCOCC2)ccc1OC(=O)c1ccc([N+](=O)[O-])cc1[N+](=O)[O-] returned Pf gamet viab 4.
`Cc1ccc(S(=O)(=O)n2cccc2CO)cc1` gave Pf gamet viab 18.
For CCC(=O)NC(c1cc(Cl)c2cccnc2c1O)C1CC1 (stereo not drawn) the results were Pf gamet viab -36.
CSc1ccc(C(=S)N2CCCCCC2)cc1 was read as Pf gamet viab -4.

Pulled by structure from the entries so far (seven):
For CC(C)Cc1ccc(S(=O)(=O)Nc2cccnc2)cc1 the results were Pf gamet viab -29.
`Cc1ccc(S(=O)(=O)N2[C@@H](c3cccc(Cl)c3)C(C(=O)O)=CC[C@H]2c2ccc3c(c2)OCO3)cc1` gave Pf gamet viab -2.
`CCC(=O)Nc1ccc(NCc2ccc(-c3ccccc3)cc2)cc1` gave Pf gamet viab 8.
`O=c1[nH]nc(-c2ccccc2)cc1-c1ccccc1` gave Pf gamet viab -10.
`O=C(COc1ccc(Cl)cc1Cl)Nc1ccccc1F` gave Pf gamet viab 17.
CNC(=O)c1c(NC(=O)c2cccc(C)c2)sc2c1CCC2 was read as Pf gamet viab -2.
`O=C1CCCC/C=C\C[C@H](CC(=O)N(CCO)Cc2ccccc2)C(=O)N[C@@H](Cc2ccccc2)CO1` gave Pf gamet viab -21.
